Assay outcomes from PubChem BioAssay.
Anthrax LF inh2: blocks Bacillus anthracis lethal factor protease; P15917; multiplex microsphere protease cleavage assay, LF; inhibition, % at 10 µM; hit rate 0.12% among 360,000; AID 588501; further: plate controls were buffer without enzyme for full effect and enzyme alone for no effect
Target sequence (P15917 whole entry, looked up): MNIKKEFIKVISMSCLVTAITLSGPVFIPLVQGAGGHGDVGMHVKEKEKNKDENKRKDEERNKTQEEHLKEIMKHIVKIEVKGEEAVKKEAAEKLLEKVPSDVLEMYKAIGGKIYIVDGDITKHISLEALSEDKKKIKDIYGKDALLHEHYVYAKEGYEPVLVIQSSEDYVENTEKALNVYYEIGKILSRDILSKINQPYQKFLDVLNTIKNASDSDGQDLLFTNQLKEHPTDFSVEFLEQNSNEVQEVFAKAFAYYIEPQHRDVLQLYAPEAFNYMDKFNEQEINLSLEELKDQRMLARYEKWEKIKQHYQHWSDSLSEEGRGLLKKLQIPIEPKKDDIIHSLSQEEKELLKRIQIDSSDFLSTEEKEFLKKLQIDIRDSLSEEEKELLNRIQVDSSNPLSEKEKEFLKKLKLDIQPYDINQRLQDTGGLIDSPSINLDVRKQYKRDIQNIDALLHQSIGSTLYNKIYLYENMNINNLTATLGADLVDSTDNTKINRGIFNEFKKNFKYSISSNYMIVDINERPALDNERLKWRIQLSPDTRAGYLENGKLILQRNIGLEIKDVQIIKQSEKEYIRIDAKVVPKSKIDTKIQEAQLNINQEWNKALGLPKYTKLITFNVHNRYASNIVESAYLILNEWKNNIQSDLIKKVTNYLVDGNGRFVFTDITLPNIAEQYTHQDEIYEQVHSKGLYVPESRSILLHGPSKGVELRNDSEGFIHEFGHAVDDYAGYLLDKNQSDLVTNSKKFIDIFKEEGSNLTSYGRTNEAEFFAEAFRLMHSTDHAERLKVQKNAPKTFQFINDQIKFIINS
SARS 3CLpro inh: SARS-CoV 3CLpro protease inhibition; recombinant SARS-CoV 3CLpro, quenched FRET peptide cleavage; hit rate 0.14% among 290,000; AID 1706; inhibition, % at 6 µM; P0C6X7; in the data active means inhibition above about 12%
Yp Topo-I inh: inhibitors of Yersinia pestis topoisomerase I. Y. pestis Topo-I cleavage product accumulation, plate reader. activity, % at 10 µM. hit rate 0.064% among 360,000; in the data active means activity above about 50%, passing the limit was not always enough; inconclusive means no clear call, values can overlap the other calls; further: inactives centre near 2
PrPC surface inh: inhibitors of human cell surface prion protein PrPC; inhibition, % at 13.8 µM; P04156; AID 720596; TR-FRET read-out; hit rate 0.43% among 370,000; in the data active means inhibition above about 24%; further: 0% = median of the test wells and 100% = reference compound wells
TcdB GH inh: TcdB glycohydrolase inhibition. P18177. TcdB glycohydrolase enzymatic assay, plate reader. inhibition, % at 9.99 µM. hit rate 0.24% among 350,000. AID 652162; in the data active means inhibition above about 10%
PriA SSB inh: blocks PriA binding to SSB C-terminal tail; AlphaScreen SSBct-PriA binding, biotinylated peptide; inhibition, % at 33 µM; hit rate 0.6% among 430,000; AID 1272365; in the data active means inhibition mostly above about 37%, no sharp cut-off; inactive means mostly below about 20%;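 further: plate controls were negative control peptide for no effect and reference peptide for full effect; strong numbers were not always called active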
PfHsp40 rescue: compounds rescuing yeast from Plasmodium falciparum HSP40 toxicity. S. cerevisiae expressing PfHsp40, growth rescue, ATP luminescence. growth rescue, % at 12.5 µM. hit rate 0.68% among 340,000; in the data active means growth rescue above about 28%, passing the limit was not always enough; inconclusive means no clear call, values can overlap the other calls;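 further: yeast W303a lacking pdr1 and pdr3 grown in galactose medium; growth measured after three days at 30 °C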
BoNT-A LC inh2: blocks Botulinum neurotoxin A light chain protease; multiplex microsphere protease substrate cleavage, flow cytometry; inhibition, % at 10 µM; hit rate 0.17% among 360,000; AID 588499; further: plate controls were buffer without enzyme for full effect and enzyme alone for no effect
BH1578 lux ind: quorum light induction in luxS cqsA deficient V. cholerae; activation, % at 18.7 µM; V. cholerae BH1578 lux reporter, luminescence, 6 h; AID 588436; hit rate 0.16% among 350,000; in the data active means activation mostly above about 9.7%, no sharp cut-off; inconclusive means no clear call, values can overlap the other calls; inactive means mostly below about 3.7%; further: not every result past the cut was called active; inactives centre near 0; reference of the scale not given here
* hit, by the source's call; i = inactive; ? = inconclusive; · = no result given. Unless noted, no stated cut-off is given here; in the data, active means inhibition above about 30%; inconclusive means no clear call, values can overlap the other calls; inactive means below that.

SMILES | Anthrax LF inh2 | SARS 3CLpro inh | Yp Topo-I inh | PrPC surface inh | TcdB GH inh | PriA SSB inh | PfHsp40 rescue | BoNT-A LC inh2 | BH1578 lux ind
O=C(O)C(Cc1cc(Cl)ccc1Cl)Sc1nc2ccccc2[nH]1 (stereo not drawn) | 0 | 3 | 1 | -2 | 0.5 | -8 | 1.6 | -1.1 | i
CCCCCCn1c(SCC(C)C)nc2c1c(=O)[nH]c(=O)n2C | -3 | -1 | 24 | 3 | · | -12 | 0.3 | 0.5 | 0.5
COc1ccc(-c2nc(C(=O)O)cs2)cc1OC | 2 | 1 | ? | -2 | -1.7 | -2 | -1.9 | 1.0 | -2.0
COc1ccc(-c2cc(C(=O)O)c(C)o2)cc1OC | -5 | 5 | 4 | 3 | · | 1 | 0.0 | 0.6 | -6.2
CCC(=O)c1ccc(OCC(=O)OCc2csc(CC(=O)Nc3ccccc3C)n2)cc1 | 0 | · | 0 | -5 | -2.6 | · | · | -0.3 | -0.3
Cc1cc(=O)[nH]c2c1c(C)nn2-c1ccccc1 | -8 | -3 | 4 | 2 | · | -10 | 0.9 | 0.5 | i
Cc1ccccc1NC(=O)C1CCCN1C(=O)NC1CCCCC1 (stereo not drawn) | -3 | 0 | 0 | -3 | · | -6 | -0.3 | -0.8 | -0.3
O=c1[nH]cnc2c1cnn2Cc1ccccc1Cl | -11 | -2 | 6 | -2 | 2.5 | -2 | 2.7 | -0.4 | i
O=C(/C=C/c1ccccc1[N+](=O)[O-])NCC1CCCO1 (stereo not drawn) | 0 | 0 | -1 | -21 | · | -7 | 0.0 | 1.0 | -0.3
CSc1ccc(CN(C)C(=O)c2cccc(S(=O)(=O)NCc3ccccc3)c2)cc1 | -3 | 6 | 18 | 7 | 3.9 | 0 | 2.0 | 2.1 | i
COc1ccc(Br)c(C(=O)OCc2cc(=O)oc3cc(C)ccc23)c1 | -1 | 3 | 16 | -4 | 0.5 | 1 | -0.7 | 0.3 | -0.4
Cc1nn(-c2ccccc2Cl)c2sc(C(=O)Nc3nnc(C4CC4)s3)cc12 | 0 | -1 | -2 | 3 | 0.7 | 0 | 0.2 | 0.3 | i
CN1CCN(C2=NCCO2)CC1 | -18 | 0 | 4 | 5 | 0.9 | 0 | -0.4 | 2.8 | -1.0
Nc1nc(SCC(=O)Nc2ccc(Cl)c([N+](=O)[O-])c2)n[nH]1 | 0 | · | -9 | -7 | 1.1 | -1 | -0.4 | 2.9 | -1.6
CCOC(=O)c1ccc(NC(=O)Cn2cnc(S(=O)(=O)N3CCCC3)c2)cc1 | -1 | -1 | 4 | · | · | 1 | -1.6 | 0.1 | -0.9
CCOC(=O)C1=C(C)N(CCCC(=O)O)C(=O)NC1c1ccccc1OS(=O)(=O)c1ccccc1[N+](=O)[O-] (stereo not drawn) | -10 | · | 13 | -7 | -0.2 | 1 | 0.4 | -0.6 | -0.9
COc1ccccc1C1CCN(C(=S)Nc2ccc(Br)cc2)CC1 | 50* | 4 | 2 | 10 | 1.1 | -1 | 41* | 0.6 | -0.8
Cc1ccc(-c2csc(NC(=O)c3cccc(S(=O)(=O)N4CCN(C)CC4)c3)n2)cc1 | -4 | -1 | 9 | -4 | · | -12 | -0.3 | -1.0 | -2.9
COCCOC(=O)c1c(C)oc2ccc(OS(C)(=O)=O)cc12 | 3 | 1 | 1 | -12 | 1.6 | -2 | -1.0 | -0.3 | -0.3
CC1(C)CC(=O)C=C(c2cccc3c2Oc2ccccc2S3)C1 | -6 | · | 30 | -3 | 0.3 | -14 | 0.9 | 0.6 | 0.3
CCCNCc1cc(OC)c(OCCC)cc1Cl | -13 | -1 | -1 | -4 | · | -2 | -1.2 | -1.0 | -0.2
O=C(N/N=C\c1ccc(OCC(=O)N2CCCC2)cc1)C(=O)Nc1ccccc1F | -1 | 4 | -1 | -6 | 9.9 | · | -0.7 | -1.0 | -3.1
CCC(c1nc2ccccc2[nH]1)N(CCCn1ccnc1)C(=O)c1ccc(C(F)(F)F)cc1 (stereo not drawn) | -3 | · | · | -9 | 0.0 | · | · | -1.0 | ·
COC(=O)Cc1ccc(NC(=S)NCCCO)cc1 | 7 | 3 | 5 | 4 | · | -5 | -1.3 | -0.3 | ·
Cc1ccccc1NC(=O)CCC(=O)N/N=C/c1cccnc1 | -3 | 1 | 1 | -8 | 0.5 | · | 0.5 | -3.7 | i
The listing continues.
SMILES | Anthrax LF inh2 | SARS 3CLpro inh | Yp Topo-I inh | PrPC surface inh | TcdB GH inh | PriA SSB inh | PfHsp40 rescue | BoNT-A LC inh2 | BH1578 lux ind
CCCCOc1ccc(N2C(=O)CC(NCCc3ccc(S(N)(=O)=O)cc3)C2=O)cc1 (stereo not drawn) | -2 | -4 | 5 | -4 | · | -1 | 0.0 | 0.4 | -2.9
O=C(NCC1CCCO1)c1ccc(CS(=O)(=O)c2ccc(Cl)cc2)o1 (stereo not drawn) | -9 | -1 | 1 | 4 | · | -9 | -0.2 | 0.6 | i
CCCCCCCC(=O)NNC(=O)c1c(O)c2ccccc2[nH]c1=O | 5 | -2 | 0 | -4 | 0.8 | -9 | -0.8 | -1.5 | i
CCCN(CCC)C(=O)c1oc2ccccc2c1NC(=O)Cc1cccc(OC)c1 | -1 | 3 | ? | -7 | 1.0 | -20 | 0.8 | 0.7 | i
COc1ccc(Cl)cc1-c1csc(N)n1 | -5 | 8 | 2 | 1 | -11 | 6 | 0.7 | -0.8 | i
CC(C)CC(=O)NC(=S)Nc1ccc(Cl)cn1 | 1 | 3 | 4 | 3 | 0.5 | -14 | 7.5 | 0.7 | i
O=C(N=C1SC2CS(=O)(=O)CC2N1c1ccc(Br)cc1Cl)C1CC1 (stereo not drawn) | 0 | -4 | 6 | -9 | -0.1 | 2 | 0.0 | 0.2 | -0.1
O=C(CN1CCc2ccccc21)NC(c1ccccc1)c1ccccc1 | -2 | 8 | -5 | 4 | 0.1 | 15 | -0.3 | 0.1 | i
Cc1nc(SCC(=O)Nc2ccc(N3CCOCC3)cc2)nc(C)c1C | -6 | 1 | -9 | 5 | · | 6 | -0.6 | -0.6 | 3.4
C/C(=N\Nc1ccccc1[N+](=O)[O-])c1ccc(N2CCOCC2)cc1 | -1 | 5 | -2 | -1 | 1.2 | · | -0.2 | -0.8 | -1.8
CCN1C(=O)/C(=C/C=C2/Sc3ccccc3N2CCO)SC1=S | -2 | 3 | -21 | -1 | 0.4 | 17 | 0.0 | 0.7 | 236*
O=C(NCc1ccc2c(c1)OCO2)c1cccc([N+](=O)[O-])c1 | 0 | -4 | -4 | -21 | · | -13 | 0.5 | 0.2 | -4.5
CC(=O)Nc1ccc(-c2nc3c(C)cccc3[nH]2)cc1 | -1 | -2 | 8 | 3 | · | -5 | -0.5 | 0.6 | i
COc1ccc(/C=C/c2c(-c3cccc(C)c3)oc3ccc(N4CCOCC4)cc23)cc1 | 4 | · | 2 | 3 | 0.6 | -18 | 0.3 | -0.6 | 5.9
COc1ccc2c(c1)/C(=C/c1cc(OC)c(OC)c(OC)c1)C(=O)N2 | -2 | · | 12 | 2 | -0.2 | -2 | -2.3 | -0.1 | i
CS(=O)(=O)N(CCc1ccccc1)CC(=O)N1CCc2ccccc2C1 | 0 | -4 | 12 | 1 | · | 3 | -0.3 | 2.3 | -0.4
CN1C(=O)/C(=C/c2ccc(C(F)(F)F)cc2)Sc2ccc(C(=O)N3CCN(c4ccccn4)CC3)cc21 | -2 | 2 | -10 | -4 | -0.5 | 9 | -0.2 | -1.7 | -0.4
COCC(C)NC(=O)CSc1ncnc2sc(-c3ccccc3)cc12 (stereo not drawn) | -2 | 1 | 25 | -14 | 1.3 | -12 | -0.2 | -0.1 | 0.6
O=C(COC(=O)Cc1ccc(F)cc1)NC(=O)NC1CCCC1 | -6 | · | 3 | -4 | 0.7 | -3 | 0.2 | -1.0 | -2.6
O=S(=O)(NC1CCc2ccccc21)c1ccc(S(=O)(=O)N2CCCC2)cc1 (stereo not drawn) | -2 | -4 | 4 | 7 | 0.4 | -13 | 0.1 | -1.1 | i
CC1CCCCC1NC(=O)CN1CCC(O)(c2ccc3c(c2)OCO3)CC1 (stereo not drawn) | 3 | 2 | 8 | 4 | 0.6 | -6 | 1.4 | -0.5 | -1.1
CCCN(C(=O)Cc1ccc(S(=O)(=O)N2CCOCC2)s1)c1c(N)n(Cc2ccccc2)c(=O)[nH]c1=O | -2 | 4 | -3 | -6 | 0.7 | -15 | -1.8 | 2.9 | -2.2
CCCOc1ccc(N2C(=O)CC(N(CCc3ccc(OC)cc3)C(=O)c3ccccc3)C2=O)cc1 (stereo not drawn) | -5 | 1 | 11 | 7 | -0.1 | -6 | 4.0 | 1.3 | -0.4
CC(=O)CSc1nc(CCc2ccccc2)c(C#N)c(=O)[nH]1 | · | · | 8 | 7 | 0.6 | -9 | 1.8 | · | -0.6
COC(=O)Cc1c(C)nc2nc(-c3ccc(OC)cc3)[nH]n2c1=O | 0 | -4 | -1 | 4 | · | -5 | -0.4 | -0.1 | 1.4
Additional compounds
SMILES | Anthrax LF inh2 | SARS 3CLpro inh | Yp Topo-I inh | PrPC surface inh | TcdB GH inh | PriA SSB inh | PfHsp40 rescue | BoNT-A LC inh2 | BH1578 lux ind
Cc1ccccc1NC(=O)NC(C)(C)CC(C)(C)C | 4 | 3 | -3 | -1 | 1.6 | -6 | 0.8 | -0.1 | 0.1
Cc1cc(C)c(C)c(S(=O)(=O)NC2CCCCC2)c1C | -1 | 7 | 31 | 1 | -1.5 | -11 | 2.7 | -3.2 | -0.1
CCOC(=O)C1C(=O)C=C(c2ccc(C)cc2)CC1c1ccc([N+](=O)[O-])cc1 (stereo not drawn) | 1 | 1 | -1 | -5 | -0.9 | 8 | 0.7 | 1.7 | 3.4
O=C1C2C3C=CC(C3)C2C(=O)N1c1cccc2cccnc12 (stereo not drawn) | -3 | -6 | 7 | 9 | · | -22 | 0.5 | 0.4 | i
CC(Oc1ccc(F)cc1)C(=O)NN (stereo not drawn) | 0 | 0 | -2 | 1 | 0.8 | -6 | -1.2 | 0.0 | i
O=C(COC(=O)c1cccc(S(=O)(=O)NCc2ccccc2)c1)NC1CC1 | · | · | 3 | 9 | 1.3 | -12 | -2.2 | · | i

A portion from further up, as a working copy:
SMILES | Anthrax LF inh2 | SARS 3CLpro inh | Yp Topo-I inh | PrPC surface inh | TcdB GH inh | PriA SSB inh | PfHsp40 rescue | BoNT-A LC inh2 | BH1578 lux ind
CC(=O)CSc1nc(CCc2ccccc2)c(C#N)c(=O)[nH]1 | · | · | 8 | 7 | 0.6 | -9 | 1.8 | · | -0.6
COC(=O)Cc1c(C)nc2nc(-c3ccc(OC)cc3)[nH]n2c1=O | 0 | -4 | -1 | 4 | · | -5 | -0.4 | -0.1 | 1.4
Cc1ccccc1NC(=O)NC(C)(C)CC(C)(C)C | 4 | 3 | -3 | -1 | 1.6 | -6 | 0.8 | -0.1 | 0.1
Cc1cc(C)c(C)c(S(=O)(=O)NC2CCCCC2)c1C | -1 | 7 | 31 | 1 | -1.5 | -11 | 2.7 | -3.2 | -0.1
CCOC(=O)C1C(=O)C=C(c2ccc(C)cc2)CC1c1ccc([N+](=O)[O-])cc1 (stereo not drawn) | 1 | 1 | -1 | -5 | -0.9 | 8 | 0.7 | 1.7 | 3.4
O=C1C2C3C=CC(C3)C2C(=O)N1c1cccc2cccnc12 (stereo not drawn) | -3 | -6 | 7 | 9 | · | -22 | 0.5 | 0.4 | i
CC(Oc1ccc(F)cc1)C(=O)NN (stereo not drawn) | 0 | 0 | -2 | 1 | 0.8 | -6 | -1.2 | 0.0 | i
O=C(COC(=O)c1cccc(S(=O)(=O)NCc2ccccc2)c1)NC1CC1 | · | · | 3 | 9 | 1.3 | -12 | -2.2 | · | i

These rows are one share of the data. The share of hits here may be higher or lower than overall.
